Assay outcomes deposited in PubChem by National Center for Advancing Translational Sciences (NCATS).
Tau fluor counter = counter-screen for tau fibril formation inhibitors | 280,000 tested, 0.93% active | Potency, µM (series often up to 57.7 µM), for inactives: at the highest dose activity change, negative = decrease | tau K18 P301L Alexa594 fluorescence, heparin fibrillization; further: nearly all actives have a fitted effect of over 55% in size
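Human K18 P301L tau (15 uM unlabeled plus 0.24 uM Alexa 594-labeled, final) in 100 mM sodium acetate pH 7 was mixed with compound and 20 uM heparin and incubated 6 hr at 37 C.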
Tau fibril ThT = blocks human tau fibril formation measured by thioflavin T | Potency, µM (highest dose often 57.4 µM), for the others: at the top dose activity, negative = inhibition, hits mostly inhibitors | recombinant tau K18 P301L, heparin-induced fibrillization, ThT fluorescence | AID 1460 | 270,000 tested, 2.1% active | P10636; further: nearly all actives have a fitted effect of over 55% in size
Target sequence (P10636 561-689 P618L limits assumed): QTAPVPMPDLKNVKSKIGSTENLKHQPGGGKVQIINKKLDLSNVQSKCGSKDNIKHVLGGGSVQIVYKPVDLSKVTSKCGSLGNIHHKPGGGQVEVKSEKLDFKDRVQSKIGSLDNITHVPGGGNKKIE
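Fibril formation assay: tau K18 P301L at 15 uM with trace Alexa 594 label, heparin inducer 20 uM, pH 7 sodium acetate buffer, 37 C for 6 hr; endpoint ThT signal.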
Tau fibril FP = inhibitors of human tau fibril formation. K18 P301L tau heparin fibrillization, Alexa594 FP, 6 h. Potency, µM (series often up to 57.7 µM), inactives show top-dose activity, negative = inhibition, actives largely listed as inhibitors. 280,000 tested, 0.39% active. AID 1468; further: nearly all actives have a fitted effect of over 55% in size
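K18 P301L tau (15 uM unlabeled/0.24 uM Alexa 594-labeled, final) + compound + heparin 20 uM final; 100 mM NaOAc pH 7; 6 hr 37 C; ThT 30 uM final added, 1 hr RT; FP ex 555/em 632 nm.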
* hit, by the source's call; ? = inconclusive; [ ] = another dose, or the depositor's remark. The call rests on the fitted dose curve; in most records, active means well fitted curve in the direction sought with a large enough effect; inconclusive means small, poorly fitted or top-dose-only effect, or another doubt; inactive means no such curve, though single readings can be large; an effect the other way counts as inactive or inconclusive. On the % scale 0 is the no-effect control and ±100 the full control effect; potency means the concentration at half of the fitted maximal effect.

SMILES | Tau fluor counter | Tau fibril ThT | Tau fibril FP
COc1ccc(CNc2ncnc3onc(C)c23)cc1 | -6% | -2% | -8%
Cc1nn(CCCC(=O)NCc2ccccc2)c(=O)c2nn(-c3ccccc3)c(C)c12 | -1% | 9% | -5%
Cc1ccc(C)c(NC(=O)CSc2nnc3[nH]c(=O)cc(-c4ccccc4)n23)c1 | -16% | ? | 5%
COc1ccccc1N1CCN(C(=O)Nc2cn(CC(C)C)c(=O)c3ccccc23)CC1 | -18% | -10% | ?
COc1ccc(CCC(=O)NCCc2csc(-c3ccc(F)cc3)n2)cc1 | -16% | -14% | -2%
COCCSc1nc2c([nH]c3ccccc32)c(=O)n1-c1ccc(OC)c(OC)c1 | -18% | -5% | 7%
CCOC(=O)c1c(S(=O)(=O)N2CCCC(C(=O)N3CCN(c4ccccc4)CC3)C2)c(C)n(C)c1C (stereo not drawn) | -10% | -9% | 6%
O=S(=O)(NCc1nc2cccnc2n1Cc1ccccc1)c1ccc2c(c1)CCCC2 | -15% | -12% | 2%
COc1ccc(CC(=O)NCc2nc3cccnc3n2Cc2ccccc2)cc1 | -11% | 5% | -9%
CC1CCCN(c2nc3c(S(=O)(=O)c4ccc(C(C)C)cc4)nnn3c3ccsc23)C1 (stereo not drawn) | -10% | 4% | 5%
COc1ccc(S(=O)(=O)NCCc2cn3ccsc3n2)cc1OC | 3% | 5% | -1%
CC(=O)Nc1ccc(NC(=O)CCC(=O)c2ccc(C)cc2)cc1 | 2% | 0% | 1%
O=S(=O)(c1ccc(Cl)cc1)c1nnn2c1nc(NCc1ccccc1)c1sccc12 | -15% | 12% | ?
COc1ccc(NC(=O)c2c(-c3ccc(C)cc3)nnc3ccccc23)cc1Cl | 1% | 11% | -12%
O=C(Cc1ccc(-c2ccccc2)cc1)NCCS(=O)(=O)N1CCN(c2ccccc2F)CC1 | 3% | 8% | -1%
CC1CCN(CC2CCN(C(=O)NCc3ccc(F)cc3)CC2)CC1 | 1% | 10% | -3%
Cc1ccccc1Cn1c(=O)n(Cc2ccc3c(c2)OCO3)c(=O)c2oc3ccccc3c21 | -9% | 1% | -8%
Cn1cnnc1SCC(=O)Nc1cc(C(=O)O)cc(C(=O)O)c1 | -2% | -8% | 6%
Cc1ccc(C)c(NC(=O)C(=O)NCCc2csc(-c3ccc(C(F)(F)F)cc3)n2)c1 | -6% | -5% | 5%
O=C(CCCN1C(=O)C(c2ccccc2)Oc2cccnc21)Nc1ccc(Br)cc1F (stereo not drawn) | -9% | 4% | 2%
O=C(/C=C\c1ccc2c(c1)OCO2)NC1CC(=O)N(c2ccc(Cl)cc2)C1 (stereo not drawn) | -11% | -5% | ?
Cc1nn(S(=O)(=O)c2ccc(F)cc2)c(C)c1S(=O)(=O)N1CCCCCC1 | 7% | 5% | 1%
O=C(CCNS(=O)(=O)c1ccc2c(c1)CCN2C(=O)C1CC1)Nc1ccc(Cl)cc1 | -24% | 2% | ?
CCOc1ccccc1NC(=O)NCc1ccc2c(c1)CCN2C(=O)c1ccccc1 | -11% | -18% | 6%
CC(=O)C1=C(c2ccc(C)cc2)N(C(C)=O)n2c(nnc2C2CCCCC2)S1 | -11% | ? | -16%

Part of the list above, with values under each structure.
Order of values: Tau fluor counter, Tau fibril ThT, Tau fibril FP
> CC1CCCN(c2nc3c(S(=O)(=O)c4ccc(C(C)C)cc4)nnn3c3ccsc23)C1 (stereo not drawn)
    -10%, 4%, 5%
> COc1ccc(S(=O)(=O)NCCc2cn3ccsc3n2)cc1OC
    3%, 5%, -1%

New compounds follow:
SMILES | Tau fluor counter | Tau fibril ThT | Tau fibril FP
Cc1ccc2sc(N3CCN(C(=O)CCS(=O)(=O)c4ccc(Cl)cc4)CC3)nc2c1C | -2% | -10% | -7%
CCc1ccc(NC(=O)Cn2c(=O)n(-c3cccc(OC)c3)c(=O)c3c(C)c(C(=O)N(C)C)sc32)cc1 | 6% | 20% | -10%
Cc1nc2sccn2c(=O)c1S(=O)(=O)Nc1cc(Cl)ccc1O | -26% | ? | -5%
CCOC(=O)Cn1c(=O)n(CC2CCCO2)c2nc(-c3c(F)cccc3Cl)nc(C(N)=O)c21 (stereo not drawn) | 1% | 2% | -2%
Cc1ccc(NC(=O)CCn2cccn2)cc1Cl | -9% | -2% | -5%
Cc1cccc(OCCSc2nnc(-c3cccs3)o2)c1 | -23% | ? | -6%
COc1ccc(NC(=O)CCn2c(=O)c3cccn3c3cccnc32)cc1Cl | -13% | -2% | ?
CCc1ccccc1NC(=O)c1ccc2c(O)c(S(=O)(=O)c3ccccc3)c(=O)[nH]c2c1 | -8% | -6% | -4%
O=C(NCc1cccn1Cc1ccccc1)Nc1ccc(Br)cc1F | -12% | 7% | -19%
CCOC(=O)Cn1c(=O)n(C2CCCCC2)c2nc(-c3cccc(C)c3)nc(C(N)=O)c21 | -3% | 6% | -3%
O=C1CCSC2(C(=O)N(Cc3ccc(F)cc3)c3ccccc32)N1c1ccccc1 (stereo not drawn) | -20% | ? | ?
O=C(CSc1ncc(CO)n1Cc1ccccc1)Nc1nc2ccccc2s1 | -23% | -11% | -2%
Cc1ccc(CNS(=O)(=O)c2cc3[nH]c(=O)c(=O)[nH]c3cc2C)cc1 | 2% | -1% | -2%
Cc1nn(C(=O)c2c(F)cccc2F)c(C)c1S(=O)(=O)N1CCOCC1 | -3% | -6% | -1%
COCCNC(=O)c1sc2nc3n(c(=O)c2c1C)CCC3 | -17% | -11% | -6%
CCCCNC(=O)c1cnc2sc(N3CCCCC3)nn2c1=O | -2% | 3% | -6%
COc1cccc(N2CC(NC(=O)COc3ccc4ccccc4c3)CC2=O)c1 (stereo not drawn) | -17% | ? | -3%
CCN(CC)c1nn2c(=O)c(C(=O)NCCc3ccccc3)cnc2s1 | 4% | 6% | -6%
COc1cc(NC(=O)Cn2cc(C(=O)c3ccc(F)cc3)c(=O)c3ccc(C)nc32)cc(OC)c1 | ? | -1% | -16%
COc1ccc(CNC(=O)c2cnc3sc(N4CCOCC4)nn3c2=O)cc1 | 10% | 6% | -8%
COc1ccc(C)cc1NC(=O)Cn1c(=O)nc(-c2ccccc2F)c2cc(Cl)ccc21 | 1% | 4% | 1%
O=C(COCc1cc(-c2cccs2)on1)NCc1ccc(F)cc1 | -13% | -2% | -1%
CCC(CC)C(=O)Nc1nnc(S(=O)(=O)N2c3ccccc3CC2C)s1 (stereo not drawn) | -22% | 14µM* | -3%
CCOc1ccc(CNC(=O)c2cc(=O)[nH]c3ccc(S(=O)(=O)N4CCCC4)cc23)cc1 | 1% | 3% | 0%
COc1ccc(N2CCN(C(=O)c3cnn(-c4ccc(F)cc4)c3-n3cccc3)CC2)cc1 | -13% | -7% | 7%

(more compounds)
SMILES | Tau fluor counter | Tau fibril ThT | Tau fibril FP
CCN1CCc2c(sc(NC(=O)c3ccc(S(=O)(=O)N(CCOC)CCOC)cc3)c2C(N)=O)C1 | -8% | 0% | -4%
Cc1cccc(OCC(=O)Nc2cccc(C(=O)OCc3cc(=O)n4nc(C(C)C)sc4n3)c2)c1 | -4% | ? | 8%
CCOc1cccc2sc(N3CCN(C(=O)C4CC4)CC3)nc12 | -12% | ? | -10%
Clc1ccccc1CSc1nnc(C2CCNCC2)o1 | -4% | -1% | -1%
COc1ccccc1NC(=O)c1sc2nc(-c3cc4ccccc4oc3=O)[nH]c(=O)c2c1C | -11% | 3% | -3%
COc1ccccc1-c1noc(-c2ccc(N3CCN(c4ccccc4)CC3)c([N+](=O)[O-])c2)n1 | -18% | ? | 1%
Cc1ccccc1Cn1c(C(=O)O)c(CNCc2cccc(F)c2)c2ccccc21 | 1% | 8% | -2%
CC1(C)N=C(SCc2ccccc2Cl)c2ccccc2N1 | 13µM*[quencher] | ? | -10%
CC(C)Nc1ccc(-c2nc(-c3ccncc3)no2)cc1[N+](=O)[O-] | -14% | -13% | -1%
COc1ccc(CC(=O)Nc2ccc(-c3nc4ccccc4s3)c(C)c2)cc1OC | -20% | ? | -16%
CCCc1nn2c(=O)cc(COC(=O)c3cccc(NC(=O)CCc4ccccc4)c3)nc2s1 | -24% | ? | -13%
CCc1cccc(N2C(=O)N(Cc3c(F)cccc3Cl)c3ccccc3S2(=O)=O)c1 | -16% | 9% | ?
Cc1cccc(NC(=O)CSc2nc3ccc(NC(=O)COc4ccccc4C)cc3s2)c1 | -27% | 1% | ?
Cc1cccc(CSc2nc3cccnc3n2Cc2ccc(C(=O)NCc3ccco3)cc2)c1 | -14% | ? | -1%
CCOC(=O)C(C)Sc1nnc2ccc3ccccc3n12 (stereo not drawn) | -2% | 3% | 6%
Cc1ccc(CSc2cn(CC(=O)N3CCCCC3)c3ccccc23)cc1 | -21% | ? | -1%
CCCn1c2ccccc2c2cnn(CC(=O)Nc3ccccc3OC)c(=O)c21 | -10% | -1% | -6%
Cc1ccc(-n2nc(C)c3c(C(=O)NCCc4ccc(S(N)(=O)=O)cc4)cc(C)nc32)cc1 | -28% | ? | -3%
COc1ccc(Cn2ccc3nc(C)c(C(=O)N4CCN(c5cccc(OC)c5)CC4)cc3c2=O)cc1 | -9% | ? | 7%
CCOc1ccccc1CNS(=O)(=O)c1cc(-c2onc(C)c2C)ccc1OC | -17% | -4% | -1%
O=C(CSc1n[nH]c(-c2ccccc2Cl)n1)N1CCN(c2ccc(F)cc2)CC1 | -12% | -11% | 1%
CN(C)S(=O)(=O)N1CCC(n2c(C(F)(F)F)nc3cccnc32)CC1 | -10% | -1% | -8%
CCOC(=O)c1c(N)n(-c2cccc(OC)c2)c2nc3ccccc3nc12 | ? | -2% | 11%
O=C(Nc1ccc(C(=O)N2CCN(c3ccccc3F)CC2)cc1)c1nsc2ccccc12 | -16% | -8% | -2%
CC(C)c1ccc(NC(=O)c2cc(S(=O)(=O)N3CCc4ccccc4C3)ccc2F)cc1 | -2% | 12% | -17%

Compound profiles, from the list above.
`Cc1ccccc1Cn1c(C(=O)O)c(CNCc2cccc(F)c2)c2ccccc21` is entered as Tau fluor counter = 1%; Tau fibril ThT = 8%; Tau fibril FP = -2%
`Cc1cccc(NC(=O)CSc2nc3ccc(NC(=O)COc4ccccc4C)cc3s2)c1` is entered as Tau fluor counter = -27%; Tau fibril ThT = 1%; Tau fibril FP = ?
`CCC(CC)C(=O)Nc1nnc(S(=O)(=O)N2c3ccccc3CC2C)s1` (stereo not drawn) is entered as Tau fluor counter = -22%; Tau fibril ThT = 14µM*; Tau fibril FP = -3%

New compounds follow.
SMILES | Tau fluor counter | Tau fibril ThT | Tau fibril FP
CCN(C(=O)CSc1nc2ccccc2n1CC(=O)NCc1ccc(OC)cc1)c1ccccc1 | -9% | -13% | -3%
CCOc1ccc(CNC(=O)C2CCN(Cc3cc4ccccc4n3Cc3ccccc3C)CC2)cc1 | -10% | -3% | -4%
CC(C)C(=O)c1cc2c(cc1NC(=O)c1ccccc1F)OCCO2 | -25% | 2% | -10%
Cc1cccc(Cn2c(=O)n(CC3CCC(C(=O)N4CCC(C)CC4)CC3)c(=O)c3sccc32)c1 (stereo not drawn) | 3% | -7% | 9%
COc1ccc2c(CNC3CCCCCC3)c(C(=O)O)n(Cc3ccccc3F)c2c1 | -6% | -4% | 4%
O=C(C1CCN(S(=O)(=O)Cc2ccccc2)CC1)N1CCN(c2cccc(Cl)c2)CC1 | 8% | 10% | 11%
Cc1nn(-c2ccccc2)c2c1N(CC(=O)N1CCN(c3ccccc3F)CC1)C(=O)CS2 | -5% | -14% | 3%
CCOc1ccccc1CNS(=O)(=O)c1csc(C(N)=O)c1 | 2% | 0% | -2%
CCc1ccccc1Nc1nn2c(=O)c3ccc(C(=O)NC(C)C)cc3nc2s1 | 1% | -6% | 1%
Cc1ccc(NC(=O)c2ccc(CN3CC(=O)N4CCCCC4C3=O)cc2)cc1 (stereo not drawn) | -9% | -6% | 3%
COC(=O)c1ccc(Cl)cc1NC(=O)N1CC=C(c2c[nH]c3ccccc23)CC1 | 11µM*[quencher] | ? | 0%
Cc1ccc(N(C)C(=O)CN2C(=O)CCc3cc(S(=O)(=O)N4CCOCC4)ccc32)cc1 | -12% | -8% | 5%
O=C(c1ccccc1)N1CCc2cc(CNS(=O)(=O)c3ccc(Cl)s3)ccc21 | -7% | 2% | -8%
Cc1oc(-c2ccc(Cl)cc2)nc1CS(=O)CC(=O)N1CCN(c2cccc(C(F)(F)F)c2)CC1 (stereo not drawn) | -8% | ? | 8%
Cc1ccc(-n2ncc3c(NCCCN(C)C)ncnc32)cc1Cl | -7% | 1% | -5%
CCC(C)NC(=O)c1ccc2nc(CCc3ccccc3)oc2c1 (stereo not drawn) | 1% | -4% | -1%
COc1cccc(CNC(=O)c2ccc(-c3nc(CSc4ccccc4)c(C)o3)cc2)c1 | -7% | 2% | -12%
CCOc1cc(CNC(=O)CSc2n[nH]c(-c3ccccc3)n2)cc(OCC)c1OCC | -15% | -6% | -8%
Cc1ccc(CNC(=O)Cn2cc3c(n2)-c2c(oc(C(=O)N4CCOCC4)c2C)CC3)cc1 | -5% | -5% | 3%

Only part of the results is shown (hit frequency here may not be typical).
